LMPTP block – blocks human LMPTP phosphatase. recombinant LMPTP-A, OMFP fluorogenic substrate, fluorescence intensity. inhibition, % at 20 µM. AID 651560. 360,000 compounds, 0.22% hits;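 active = compounds that cut the enzyme signal by at least half of the control window in the single-dose screen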;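 also: plate controls were DMSO wells with enzyme plus substrate for no effect and substrate without enzyme for full effect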
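Test system: LMPTP-A, protein tyrosine phosphatase of low molecular weight; Input: 0.625 nM enzyme; Incubation: 50 min dark incubation at room temperature; Signal: endpoint fluorescence intensity from OMFP dephosphorylation; Read-out basis: % inhibition versus control wells.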
Rpn11 block – Rpn11 (human) deubiquitinase inhibition; O00487; human 26S proteasome, Ub4-pepOG fluorescence polarization; 20S core pre-blocked with epoxomicin; calls only at 20 µM; 360,000 compounds, 0.59% hits; AID 588493;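 active = inhibition at 20 µM, scaled to each plate's controls, above about 33%, limit read from the data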
STEP block – STEP (human) phosphatase inhibition; recombinant STEP, OMFP fluorogenic substrate, fluorescence; inhibition, % at 20 µM; 360,000 compounds, 0.25% hits;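 active = inhibition at 20 µM, scaled per plate between control wells, above about 37%, limit read from the data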;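 also: 0% = DMSO with enzyme and substrate and 100% = substrate only without enzyme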
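material = STEP tyrosine phosphatase | reagent = fluorogenic phosphatase substrate OMFP at 25 µM final | doses = single compound dose of 20 µM, 1% DMSO final | schedule = 20 min reaction, room temperature, in the dark | measured by = fluorescence, 480/540 nm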
DNMT1 block – DNMT1 (human) enzyme inhibition | P26358 | DNMT1 molecular beacon, Hinp1I cleavage, fluorescence | inhibition (reported as % activation of signal), % at 10 µM | 360,000 compounds, 0.83% hits | AID 588458; in the data active = inhibition above about 50%
SKN-1 block – C. elegans SKN-1 inhibition | C. elegans VP596 Pgst-4::GFP/RFP ratio, acrylamide-induced, 24 h | inhibition, % at 21.8 µM | 360,000 compounds, 0.49% hits | AID 624304;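 active = interference check ratio from 0.5 to 1.5 plus GFP to RFP signal ratio inhibition reaching or exceeding a fixed threshold, cut at about 30% in these data, passing the limit was not always enough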; also: some compounds called inactive have numbers as strong as hits
Scp1 inh – blocks human Scp-1 phosphatase activity | Q9GZU7 | inhibition, % at 20 µM | Recombinant Scp1, phosphopeptide, malachite green phosphate absorbance | 340,000 compounds, 0.88% hits | AID 493091;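 active = inhibition above about 50% at 20 µM, limit read from the data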;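 also: plate controls were DMSO wells with enzyme for no effect and wells lacking enzyme for full effect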
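Test system: SCP-1 catalytic domain; Buffer or medium: Acidic Tris acetate buffer with magnesium and detergent; Also added: Phosphorylated 17-residue peptide substrate; Compound: single 20 µM dose, 1% DMSO; Schedule: enzyme reaction 45 min at room temperature, colour 5 min, stabilisation 30 min; Signal: Phosphate-binding colour reagent, absorbance read at 630 nm.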
NRP1-CendR mod – alters CendR peptide binding to human NRP-1. O14786. FAM-RPARPAR peptide binding to NRP-1, fluorescence polarization. inhibition, % at 25 µM. 360,000 compounds, 0.85% hits;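 active = inhibition or corrected inhibition above about 18%, plus a signal ratio from 0.5 to 1.5, limit read from the data, passing the limit was not always enough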; also: strong numbers were not always called active
Target sequence (O14786 whole entry, looked up): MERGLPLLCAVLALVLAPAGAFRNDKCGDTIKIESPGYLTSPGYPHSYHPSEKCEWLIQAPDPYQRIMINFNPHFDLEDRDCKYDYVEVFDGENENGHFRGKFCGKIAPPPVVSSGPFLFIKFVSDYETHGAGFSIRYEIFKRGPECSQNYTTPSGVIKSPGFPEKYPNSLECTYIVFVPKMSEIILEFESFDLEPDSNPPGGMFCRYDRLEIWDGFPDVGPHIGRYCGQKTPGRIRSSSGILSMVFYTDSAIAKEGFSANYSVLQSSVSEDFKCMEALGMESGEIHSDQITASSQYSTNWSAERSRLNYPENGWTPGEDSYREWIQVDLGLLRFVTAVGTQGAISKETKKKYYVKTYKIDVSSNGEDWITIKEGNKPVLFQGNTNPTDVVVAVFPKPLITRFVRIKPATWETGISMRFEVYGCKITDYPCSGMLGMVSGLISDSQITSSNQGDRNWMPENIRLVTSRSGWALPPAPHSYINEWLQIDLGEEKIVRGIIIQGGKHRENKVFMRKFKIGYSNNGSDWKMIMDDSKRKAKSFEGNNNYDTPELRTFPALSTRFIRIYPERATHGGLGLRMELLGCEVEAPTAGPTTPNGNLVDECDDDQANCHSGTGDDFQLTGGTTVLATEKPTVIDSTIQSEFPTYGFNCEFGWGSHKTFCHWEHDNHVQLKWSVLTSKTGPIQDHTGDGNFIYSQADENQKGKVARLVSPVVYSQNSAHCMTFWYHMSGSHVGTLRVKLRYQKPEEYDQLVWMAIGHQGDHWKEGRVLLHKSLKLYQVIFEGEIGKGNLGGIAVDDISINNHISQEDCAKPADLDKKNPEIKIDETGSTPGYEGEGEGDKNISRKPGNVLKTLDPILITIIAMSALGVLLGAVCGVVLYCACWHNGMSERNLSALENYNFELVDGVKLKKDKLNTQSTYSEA
NadD inh – inhibitors of Staphylococcus aureus NadD | AID 602399 | 360,000 compounds, 0.78% hits | inhibition, % at 20 µM | purified NadD enzyme, colorimetric absorbance read-out; in the data active = inhibition above about 26%; also: some compounds past the cut are filed as inactive
SUMO1-SIM PPI – alters human SUMO1 binding to SIM partners | SUMO1 binding to a labelled peptide, TR-FRET, 1 h | inhibition, % at 20 µM | 360,000 compounds, 0.33% hits; in the data active = inhibition above about 37%
MT1-MMP act inh – inhibitors of human MT1-MMP activation; HT1080 RFP-PRO-GFP cells, GFP/RFP ratio fluorescence, overnight; percent of plate control window, DMSO zero; 360,000 compounds, 0.061% hits; GFP/RFP ratio change, % at 20 µM;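 active = GFP/RFP ratio change of at least 30% with cell ATP level not reduced by more than half and red fluorescence within 50% of control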; also: strong numbers were not always called active
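Test system: HT1080 RFP-PRO-GFP cells; Benchmarks: DMSO and RFP-L50D-GFP cell wells; Timing: cells overnight before dosing, compound overnight, 37 °C, 5% CO2; Compound: one 20 µM compound dose with 1% DMSO; Read-out: GFP/RFP fluorescence ratio.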
* marks the source's active call; other numbers are inactive results; i = inactive; x = no result given.

SMILES	LMPTP block	Rpn11 block	STEP block	DNMT1 block	SKN-1 block	Scp1 inh	NRP1-CendR mod	NadD inh	SUMO1-SIM PPI	MT1-MMP act inh
C#CCSc1nnc(CNS(=O)(=O)c2ccc(Br)cc2)n1C	-0.3	i	3	0	-7	-2	1	-1	-1	-2
COc1ccc(N2CCN(CCNC(=O)c3ccc(NC(=O)C4CCCO4)cc3)CC2)cc1 (stereo not given)	-0.2	i	2	6	-16	-10	0	-5	0	-3
O=C(OCc1nc2ccsc2c(=O)[nH]1)c1ccc(Cl)nc1	-2.4	i	2	2	12	-4	-8	-1	1	-2
O=C(Nc1ccc2nc3n(c(=O)c2c1)CCCCC3)C(=O)N1CCN(c2ccc(F)cc2)CC1	1.4	i	1	0	-4	6	-8	1	5	1
CCn1c(SCc2nc3ccccc3c(=O)[nH]2)nc2ccccc2c1=O	0.6	i	0	-2	-18	0	0	-4	2	-4
O=C(c1ccc(F)cc1)N1CCCCC(Sc2nnc3ccccn23)C1=O (stereo not given)	-2.1	i	0	1	9	-8	5	3	-1	2
CCCCCCCCCc1nc(N)n[nH]1	-0.1	i	0	-2	-10	1	-10	-7	-3	-1
O=c1cc(CSc2ccc(Cl)cc2)[nH]c2[nH]n(-c3ccccc3)c(=O)c12	1.8	i	0	0	9	-14	-16	3	13	-2
C[C@H](NC(=O)N1CCn2c1nc1ccccc12)C(=O)NCCc1ccccc1	-0.6	i	-1	5	11	-7	14	-3	0	1
Cc1nn(C)c(C)c1S(=O)(=O)N1CCCC(C(=O)NC2CCCCC2)C1 (stereo not given)	0.2	i	1	2	6	-5	0	3	2	3
Cc1ccc(-c2cc(C(=O)OCC(=O)NC3CC3)c3ccccc3n2)cc1	2.2	i	-1	-7	24	-6	-16	-4	-26	-1
CC1(C)Cc2c(sc3nc(-c4ccccc4Cl)n(N)c(=O)c23)CO1	-3.5	i	3	0	6	-15	11	-3	-3	3

3 entries out of the list above, sorted by their value in LMPTP block, largest number first:
SMILES	LMPTP block	Rpn11 block	STEP block	DNMT1 block	SKN-1 block	Scp1 inh	NRP1-CendR mod	NadD inh	SUMO1-SIM PPI	MT1-MMP act inh
Cc1ccc(-c2cc(C(=O)OCC(=O)NC3CC3)c3ccccc3n2)cc1	2.2	i	-1	-7	24	-6	-16	-4	-26	-1
O=C(Nc1ccc2nc3n(c(=O)c2c1)CCCCC3)C(=O)N1CCN(c2ccc(F)cc2)CC1	1.4	i	1	0	-4	6	-8	1	5	1
CCn1c(SCc2nc3ccccc3c(=O)[nH]2)nc2ccccc2c1=O	0.6	i	0	-2	-18	0	0	-4	2	-4

Next structures:
SMILES	LMPTP block	Rpn11 block	STEP block	DNMT1 block	SKN-1 block	Scp1 inh	NRP1-CendR mod	NadD inh	SUMO1-SIM PPI	MT1-MMP act inh
O=C(COc1ccc2c(c1)OCO2)Nc1ccc(Cl)cn1	0.5	i	-3	27	-14	-1	6	7	-1	3
O=C(O)c1cc2c(cn1)[nH]c1ccccc12	21	i	-1	-3	6	-10	-17	6	14	-3
Cc1cccc(-n2ccc(=O)c(C(=O)Nc3ccc(S(=O)(=O)Nc4nccc(C)n4)cc3)n2)c1	0.9	i	2	4	15	-3	-13	-3	0	4
Cc1cccc(NC(=O)Cn2nnc3ccccc32)c1	0.7	i	-2	0	2	-1	17	6	2	-4
COc1ccc(CC(=O)N2CCNC2=O)cc1	0.7	i	-4	0	10	0	-10	-6	-1	4
COc1ccc(C2=CC(=O)CC(C)(C)C2)cc1OC	-1.7	i	-1	2	-5	-4	5	1	-13	-3
CCN(CC(=O)Nc1ccccc1C(F)(F)F)C(=O)CSCC(=O)Nc1cc(C)on1	-1.4	i	-1	2	-2	4	2	-3	1	3
CC[C@H]1OC(=O)[C@H](C)[C@@H](O[C@H]2C[C@@](C)(OC)[C@@H](O)[C@H](C)O2)[C@H](C)[C@@H](O[C@@H]2O[C@H](C)C[C@H](N(C)C)[C@H]2O)[C@](C)(O)C[C@@H](C)CN(C)[C@H](C)[C@@H](O)[C@]1(C)O	0.4	i	1	2	0	-3	6	-10	7	0
CC(=O)c1ccc(N2CCN(C(=O)c3noc4c3CSc3ccccc3-4)CC2)cc1	0.8	i	-1	-12	-2	-7	-6	4	12	2
COc1ccc(Cl)cc1-c1cc(C(=O)Nc2cc(OC)c(OC)c(OC)c2)[nH]n1	2.7	i	0	-15	7	x	6	-6	5	1
COc1ccc(S(=O)(=O)N2CCN(CC(=O)N3CCOCC3)CC2)cc1OC	-1.0	i	1	1	10	0	2	2	1	3
O=c1ccc(S(=O)(=O)N2CCCC2)cn1Cc1ccc(Cl)cc1Cl	-0.5	i	0	1	9	-7	5	-7	2	0

13 compounds out of the list, ordered by molar mass, ascending:
SMILES	LMPTP block	Rpn11 block	STEP block	DNMT1 block	SKN-1 block	Scp1 inh	NRP1-CendR mod	NadD inh	SUMO1-SIM PPI	MT1-MMP act inh
O=C(O)c1cc2c(cn1)[nH]c1ccccc12	21	i	-1	-3	6	-10	-17	6	14	-3
COc1ccc(CC(=O)N2CCNC2=O)cc1	0.7	i	-4	0	10	0	-10	-6	-1	4
Cc1cccc(NC(=O)Cn2nnc3ccccc32)c1	0.7	i	-2	0	2	-1	17	6	2	-4
O=C(COc1ccc2c(c1)OCO2)Nc1ccc(Cl)cn1	0.5	i	-3	27	-14	-1	6	7	-1	3
Cc1ccc(-c2cc(C(=O)OCC(=O)NC3CC3)c3ccccc3n2)cc1	2.2	i	-1	-7	24	-6	-16	-4	-26	-1
CC1(C)Cc2c(sc3nc(-c4ccccc4Cl)n(N)c(=O)c23)CO1	-3.5	i	3	0	6	-15	11	-3	-3	3
C[C@H](NC(=O)N1CCn2c1nc1ccccc12)C(=O)NCCc1ccccc1	-0.6	i	-1	5	11	-7	14	-3	0	1
O=c1ccc(S(=O)(=O)N2CCCC2)cn1Cc1ccc(Cl)cc1Cl	-0.5	i	0	1	9	-7	5	-7	2	0
COc1ccc(S(=O)(=O)N2CCN(CC(=O)N3CCOCC3)CC2)cc1OC	-1.0	i	1	1	10	0	2	2	1	3
COc1ccc(Cl)cc1-c1cc(C(=O)Nc2cc(OC)c(OC)c(OC)c2)[nH]n1	2.7	i	0	-15	7	x	6	-6	5	1
CC(=O)c1ccc(N2CCN(C(=O)c3noc4c3CSc3ccccc3-4)CC2)cc1	0.8	i	-1	-12	-2	-7	-6	4	12	2
Cc1cccc(-n2ccc(=O)c(C(=O)Nc3ccc(S(=O)(=O)Nc4nccc(C)n4)cc3)n2)c1	0.9	i	2	4	15	-3	-13	-3	0	4
CC[C@H]1OC(=O)[C@H](C)[C@@H](O[C@H]2C[C@@](C)(OC)[C@@H](O)[C@H](C)O2)[C@H](C)[C@@H](O[C@@H]2O[C@H](C)C[C@H](N(C)C)[C@H]2O)[C@](C)(O)C[C@@H](C)CN(C)[C@H](C)[C@@H](O)[C@]1(C)O	0.4	i	1	2	0	-3	6	-10	7	0

Source: PubChem BioAssay
